Assay outcomes (PubChem BioAssay)
PP5 inh: blocks human protein phosphatase 5 activity; inhibition, % at 6.7 µM; hit rate 0.18% among 320,000; purified PP5c, OMFP substrate fluorescence; AID 1987;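 active = inhibition above the campaign's mean inhibition across all tested compounds plus 3 SD, cut at about 9.5% in these data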;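 note: 0% = DMSO only and 100% = 100 µM cantharidin control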
PP1 counter: blocks human PP1-alpha phosphatase, a PP5 counter-screen; purified PP1alpha, OMFP fluorescence; inhibition, % at 6.7 µM; hit rate 0.9% among 320,000; AID 2235;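 active = inhibition above the mean inhibition of all tested compounds plus 3 SD, computed separately for each screening campaign, cut at about 15% in these data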
Target sequence (P62136 whole entry, looked up): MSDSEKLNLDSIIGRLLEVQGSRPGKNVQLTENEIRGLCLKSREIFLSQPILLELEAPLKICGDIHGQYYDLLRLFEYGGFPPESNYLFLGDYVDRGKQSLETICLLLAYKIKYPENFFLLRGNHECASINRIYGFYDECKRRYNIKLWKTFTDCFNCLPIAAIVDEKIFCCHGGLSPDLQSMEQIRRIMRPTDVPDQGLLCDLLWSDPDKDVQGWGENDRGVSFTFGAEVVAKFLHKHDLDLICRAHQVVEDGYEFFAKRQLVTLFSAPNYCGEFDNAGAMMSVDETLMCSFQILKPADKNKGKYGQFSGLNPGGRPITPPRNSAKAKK
PAFAH2 FP inh: inhibitors of human PAFAH2. Q99487. recombinant PAFAH2, FP-rhodamine activity probe, fluorescence polarization. inhibition, % at 3.39 µM. hit rate 0.99% among 340,000. AID 492956;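 active = inhibition above the mean over all tested compounds plus 3 SD, cut at about 30% in these data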;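 note: inhibitors block probe labeling of enzyme so polarization drops; 0% = enzyme with DMSO and 100% = wells lacking PAFAH2 protein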
HCV core dimer: HCV core protein dimerization inhibition. TR-FRET GST/Flag-core106 dimerization, 1536-well. AID 1899. inhibition, % at 5 µM. hit rate 0.33% among 300,000;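 active = inhibition above the mean of all tested compounds plus 3 SD, set per screening campaign, cut at about 45% in these data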
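Assay system – GST-tagged and Flag-tagged HCV core protein residues 1-106 · Quantity – core106 proteins, GST 13.5 nM and Flag 17 nM · Benchmarks – unlabelled core106 and no-GST-core106 wells · Read-out basis – percent inhibition of core106 dimerization signal · Detection – time-resolved FRET, ex 340 nm, em 617 and 671 nm · Schedule – 4 h at 22.5 °C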
AHR act: activators of human aryl hydrocarbon receptor; P35869; AHR-responsive luciferase reporter cells, luminescence; activation, % at 5 µM; hit rate 2.5% among 320,000; AID 2796; in the data active = activation above about 47%;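 note: 0% = vehicle wells and 100% = reference agonist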
procasp7 counter: counter-screen for procaspase-3 activators: activators of human procaspase-7; recombinant procaspase-7, Ac-DEVD-pNA absorbance 405 nm; D23A/D198A/D206A triple mutant, cannot self-cleave; scale: DMSO 0, 5 µM enzyme 100; activation, % at 8.5 µM; hit rate 0.093% among 330,000; AID 463210;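 active = percent activation above the screen-wide mean plus 3 SD, cut at about 25% in these data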
Target sequence (P55210 whole entry D23A/D198A/D206A): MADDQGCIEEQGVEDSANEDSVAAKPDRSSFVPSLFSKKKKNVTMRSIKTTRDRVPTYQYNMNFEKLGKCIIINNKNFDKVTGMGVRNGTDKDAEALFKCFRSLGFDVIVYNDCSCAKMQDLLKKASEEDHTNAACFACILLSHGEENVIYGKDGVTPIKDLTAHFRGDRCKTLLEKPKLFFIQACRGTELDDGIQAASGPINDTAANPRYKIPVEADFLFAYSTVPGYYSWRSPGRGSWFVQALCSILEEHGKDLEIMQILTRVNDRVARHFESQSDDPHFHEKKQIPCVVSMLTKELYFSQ
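Material: Procaspase-7 triple mutant (PC-7 D3A) | Quantity: 2 µM procaspase-7 mutant as dispensed | Reagent: DEVD-pNA substrate | Times: 1 h preincubation, 2 h reaction | Technique: 405 nm absorbance of p-nitroaniline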
TPT1 inhibitor: blocks Candida albicans tRNA 2'-phosphotransferase. recombinant caTPT1, FP RNA substrate dephosphorylation. inhibition, % at 5 µM. hit rate 0.81% among 300,000;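 active = inhibition above the mean of all tested compounds plus 3 SD, set per screening campaign, cut at about 24% in these data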;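 note: plate controls were DMSO alone for no effect and ferristatin control at 100 nM for full effect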
Fh CTSL1 inh: cathepsin L1 inhibition, PFM18AAP counter-screen | recombinant F. hepatica cathepsin L1, Z-Leu-Arg-MCA fluorescence | hit rate 0.49% among 300,000 | inhibition, % at 5.96 µM;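 active = inhibition above the mean of all tested compounds plus 3 SD, set per screening campaign, cut at about 17% in these data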;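 note: 0% = plate median of test compound wells and 100% = 1 µM Z-Phe-Ala-diazomethylketone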
procasp3 activ: activates human procaspase-3; P42574; recombinant procaspase-3 D3A, Ac-DEVD-pNA absorbance 405 nm; activation, % at 8.5 µM; hit rate 0.11% among 330,000;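 active = activation above the mean of all tested compounds plus 3 SD, cut at about 21% in these data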;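 note: 0% = DMSO alone and 100% = DMSO wells spiked with extra 5 µM PC-3 D3A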
Target sequence (P42574 whole entry D9A/D28A/D175A): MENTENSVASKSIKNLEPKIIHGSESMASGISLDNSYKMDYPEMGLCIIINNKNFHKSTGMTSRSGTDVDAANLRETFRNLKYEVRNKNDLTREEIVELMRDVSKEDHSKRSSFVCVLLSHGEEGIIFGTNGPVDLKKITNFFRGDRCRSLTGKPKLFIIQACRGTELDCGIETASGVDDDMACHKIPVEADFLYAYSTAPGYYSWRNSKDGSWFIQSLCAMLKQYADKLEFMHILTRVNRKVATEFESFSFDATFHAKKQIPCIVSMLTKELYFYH
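Technique: 405 nm absorbance of p-nitroaniline, reads at 0 and 120 min; Test system: Procaspase-3 D3A mutant; Incubation: 1 h enzyme-compound preincubation, then 2 h substrate reaction, 25 °C; Repeats: singlicate, each compound tested once; Benchmarks: low control DMSO wells, high control DMSO plus 5 µM PC-3 D3A.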
An asterisk follows results filed as active; x = not tested or not shown.

1: Cc1ccc(SCC(=O)NC2CC2)cc1
2: O=C(NCc1ccc[n+](CCCCS(=O)(=O)[O-])c1)c1ccc(OC(F)F)cc1
3: CC(C)c1ccc(NC(=O)CN2C(=O)NC3(CCCCCCC3)C2=O)cc1
4: COC(=O)[C@H](NC(=O)c1cc(-c2ccccc2)nc2ccccc12)c1ccccc1
5: Cc1ccc(NC(=O)c2cc(C)nc3ccccc23)cc1
6: COc1ccc(NC(=O)CC(c2ccco2)C(C)C)cc1 (stereo not given)
7: O=C(O)c1cccc(Nc2ncnc3ccccc23)c1
8: Cc1[nH]ccc(=O)c1OCc1ccccc1

assay / compound	1	2	3	4	5	6	7	8
PP5 inh	1.4	0.5	x	0.0	1.5	-1.6	-1.9	1.7
PP1 counter	0	7	x	1	1	0	1	4
PAFAH2 FP inh	2	x	3	-6	3	0	3	-1
HCV core dimer	-1	0	x	19	-5	-11	-1	-5
AHR act	-2	-1	1	2	67*	5	7	-1
procasp7 counter	8	10	8	-10	4	1	-2	-5
TPT1 inhibitor	1	-5	x	2	1	-5	1	-6
Fh CTSL1 inh	-1	9	x	2	-4	8	0	-2
procasp3 activ	-1	-1	6	5	0	2	8	4

Taken from above:
compound 5 in PP1 counter has 1
compound 7 in AHR act has 7

Going on with the list.
9: C=CCn1c(SCn2nnc3ccccc3c2=O)nnc1-c1ccc(Cl)cc1
10: Cc1ccc2c(c1)nc(NCCO)n2C
11: O=C1CCCc2ccccc2N1Cc1ccc(Cl)cc1Cl
12: CC(OC(=O)c1ccc(Cl)c(S(=O)(=O)N2CCCC2)c1)C(=O)NC1CCCCC1C (stereo not given)
13: CCc1cc2c(SCc3nc4sc(C(C)=O)c(C)c4c(=O)[nH]3)ncnc2s1
14: CN1CCN(c2nc(-c3ccccc3)c3cc(Cl)ccc3n2)CC1
15: COC(=O)C/C=C/[C@@H](C)[C@@H](/C=N/OC[C@@H](C)[C@H](OCc1ccccc1)C(C)C)NS(=O)(=O)c1ccc(C)cc1
16: CCOc1ccc(/C=C2\SC(=O)N(c3ccc(O)cc3)C2=O)cc1OC

assay / compound	9	10	11	12	13	14	15	16
PP5 inh	2.2	-0.7	3.4	-4.8	0.0	-0.1	5.0	1.0
PP1 counter	-3	-3	0	-4	-7	3	-3	4
PAFAH2 FP inh	3	2	5	x	7	-5	x	x
HCV core dimer	6	2	4	-20	21	-8	16	3
AHR act	4	14	6	-1	1	9	-2	-2
procasp7 counter	-1	10	-4	-12	-3	-18	-3	-2
TPT1 inhibitor	1	-9	6	-2	37*	4	0	-2
Fh CTSL1 inh	-4	0	2	-17	1	5	0	1
procasp3 activ	5	8	2	7	6	-15	1	-10

17: COC1c2ccccc2C(=O)N1Cc1ccc(F)cc1 (stereo not given)
18: O=C(c1cc(F)cc2c1OCOC2)N1CCN(c2ccc(F)cc2)CC1
19: CS(=O)(=O)N(CC(=O)NCc1cccnc1)Cc1ccc(Cl)cc1
20: CC(N1CCOC1=O)S(=O)(=O)c1ccccc1 (stereo not given)
21: CC(C)=CCN1CCN(Cc2cccc3nccnc23)CC1CCO (stereo not given)
22: NC(=O)CC(NC(=O)Cc1cccc2ccccc12)c1ccc(NC2CCC2)c([N+](=O)[O-])c1 (stereo not given)
23: COc1cc(C(Nc2ccc(S(=O)(=O)N3CCC(C)CC3)cc2)C(=O)NCC2CCCO2)cc(OC)c1OC (stereo not given)
24: CCOc1ccc(C2C(C#N)=C(N)Oc3cc(C)n(CCN(C)C)c(=O)c32)cc1OCC (stereo not given)

assay / compound	17	18	19	20	21	22	23	24
PP5 inh	0.1	2.2	1.9	-0.3	0.0	3.4	0.9	-2.4
PP1 counter	-3	4	-3	-4	-4	14	2	-3
PAFAH2 FP inh	-6	0	-4	0	-6	-6	-2	1
HCV core dimer	7	1	1	1	-4	4	0	-2
AHR act	1	0	-1	1	2	4	0	-1
procasp7 counter	8	2	5	6	2	-2	-2	2
TPT1 inhibitor	-4	1	1	-4	-3	7	-2	1
Fh CTSL1 inh	-3	1	0	6	4	-2	-1	-1
procasp3 activ	6	9	6	5	-1	-6	2	5

Whole records, quoted from the list. Order of values: PP5 inh	PP1 counter	PAFAH2 FP inh	HCV core dimer	AHR act	procasp7 counter	TPT1 inhibitor	Fh CTSL1 inh	procasp3 activ
Shown for Cc1ccc2c(c1)nc(NCCO)n2C → -0.7	-3	2	2	14	10	-9	0	8
Shown for O=C1CCCc2ccccc2N1Cc1ccc(Cl)cc1Cl → 3.4	0	5	4	6	-4	6	2	2

(cont.)
25: CC(CNC1CCCCC1)OC(=O)c1ccccc1 (stereo not given)
26: C=C(C)Cn1c(N2CCN(c3ccc(OC)cc3)CC2)nc2c1c(=O)n(C)c(=O)n2C
27: CSCCC(NS(=O)(=O)c1ccc2c(c1)oc(=O)n2C)C(=O)NC1CCCCC1 (stereo not given)
28: O=C(c1ccccc1)N1CCN(c2ccc([N+](=O)[O-])c(N3CCOCC3)c2)CC1
29: CC(C)CCC1=NN(C(=O)c2ccco2)C(O)(C(F)(F)F)C1 (stereo not given)
30: Cc1ccc(CNC(=O)/C=C/c2cccs2)cc1
31: Cc1[nH]c2ccccc2c1C1(O)C(=O)N(Cc2ccc3c(c2)OCO3)c2ccccc21 (stereo not given)
32: COc1cc2c(cc1OC)C(c1ccc([N+](=O)[O-])cc1)NCC2 (stereo not given)

assay / compound	25	26	27	28	29	30	31	32
PP5 inh	7.8	1.4	-0.6	2.6	2.4	-2.5	2.5	3.3
PP1 counter	6	-2	-3	-2	-2	-1	5	2
PAFAH2 FP inh	6	-4	-10	-5	5	3	8	7
HCV core dimer	9	0	-6	-5	9	2	1	-4
AHR act	1	2	1	-1	-1	4	11	-1
procasp7 counter	2	4	3	2	7	4	-6	-7
TPT1 inhibitor	-3	0	1	0	-7	0	-3	4
Fh CTSL1 inh	-3	-1	1	-2	2	-2	0	0
procasp3 activ	1	5	6	-8	5	-1	3	2

11 entries already listed, arranged by formula weight, rising.
10: Cc1ccc2c(c1)nc(NCCO)n2C
1: Cc1ccc(SCC(=O)NC2CC2)cc1
7: O=C(O)c1cccc(Nc2ncnc3ccccc23)c1
32: COc1cc2c(cc1OC)C(c1ccc([N+](=O)[O-])cc1)NCC2 (stereo not given)
11: O=C1CCCc2ccccc2N1Cc1ccc(Cl)cc1Cl
18: O=C(c1cc(F)cc2c1OCOC2)N1CCN(c2ccc(F)cc2)CC1
16: CCOc1ccc(/C=C2\SC(=O)N(c3ccc(O)cc3)C2=O)cc1OC
26: C=C(C)Cn1c(N2CCN(c3ccc(OC)cc3)CC2)nc2c1c(=O)n(C)c(=O)n2C
24: CCOc1ccc(C2C(C#N)=C(N)Oc3cc(C)n(CCN(C)C)c(=O)c32)cc1OCC (stereo not given)
12: CC(OC(=O)c1ccc(Cl)c(S(=O)(=O)N2CCCC2)c1)C(=O)NC1CCCCC1C (stereo not given)

assay / compound	10	1	7	32	11	18	16	26	24	12
PP5 inh	-0.7	1.4	-1.9	3.3	3.4	2.2	1.0	1.4	-2.4	-4.8
PP1 counter	-3	0	1	2	0	4	4	-2	-3	-4
PAFAH2 FP inh	2	2	3	7	5	0	x	-4	1	x
HCV core dimer	2	-1	-1	-4	4	1	3	0	-2	-20
AHR act	14	-2	7	-1	6	0	-2	2	-1	-1
procasp7 counter	10	8	-2	-7	-4	2	-2	4	2	-12
TPT1 inhibitor	-9	1	1	4	6	1	-2	0	1	-2
Fh CTSL1 inh	0	-1	0	0	2	1	1	-1	-1	-17
procasp3 activ	8	-1	8	2	2	9	-10	5	5	7

15: COC(=O)C/C=C/[C@@H](C)[C@@H](/C=N/OC[C@@H](C)[C@H](OCc1ccccc1)C(C)C)NS(=O)(=O)c1ccc(C)cc1

assay / compound	15
PP5 inh	5.0
PP1 counter	-3
PAFAH2 FP inh	x
HCV core dimer	16
AHR act	-2
procasp7 counter	-3
TPT1 inhibitor	0
Fh CTSL1 inh	0
procasp3 activ	1

New compounds follow.
33: COc1ccc(F)cc1CN1CCN(C(=O)CCC(=O)Nc2nnc(C3CCCCC3)s2)CC1
34: CC(=O)c1cn(CCOc2ccccc2C)c2ccccc12
35: NNC(=S)Nc1ccccc1Cl
36: CCOC(=O)c1cnn(-c2nc(-c3ccccc3)cs2)c1C(F)(F)F
37: Cc1ccc(C)c(N2CCN(C(=O)C3CCCCN3S(=O)(=O)c3ccc(F)cc3)CC2)c1 (stereo not given)
38: Cc1cc(N/N=C/c2ccc(O)c(C)c2O)nc(-c2ccccc2O)n1
39: O=C(NCCc1nc2ccccc2[nH]1)c1ccco1
40: Cc1ccc(COc2ccc(Br)cc2/C=N/O)cc1

assay / compound	33	34	35	36	37	38	39	40
PP5 inh	0.9	5.7	-2.3	1.8	2.5	6.4	0.3	-0.1
PP1 counter	-1	3	0	1	1	2	-3	6
PAFAH2 FP inh	-1	1	3	1	2	-25	4	-5
HCV core dimer	3	-15	-3	-3	0	-7	1	4
AHR act	2	-4	28	-3	1	1	0	34
procasp7 counter	8	3	-4	5	5	3	4	2
TPT1 inhibitor	-1	-3	-1	1	2	-1	-1	-6
Fh CTSL1 inh	5	-2	2	-2	1	3	-1	1
procasp3 activ	-5	11	2	-2	-8	0	10	3

41: CC(C)CN(C(=O)CN1CCN(c2ccccc2O)CC1)c1c(N)n(CC(C)C)c(=O)[nH]c1=O
42: COc1ccc2nc(SCCN(C)C)[nH]c2c1
43: O=C(CSc1n[nH]c(-c2cccs2)n1)N1CCCCC1
44: COc1ccc(Cn2c(=O)[nH]c3cc(C(=O)NCCCN4CCCC4)ccc3c2=O)cc1
45: CCn1c(SCC(=O)NC(=O)NC(C)(C)C)nc2ccccc21
46: CCOc1cc(/C=N/Nc2nc(=O)[nH]nc2C)ccc1O
47: CS(=O)(=O)N(CC(=O)NCc1ccco1)Cc1ccc(Cl)cc1

assay / compound	41	42	43	44	45	46	47
PP5 inh	0.8	0.1	0.4	1.6	-0.6	3.6	1.3
PP1 counter	1	0	-1	-3	-3	2	-1
PAFAH2 FP inh	0	4	1	-3	3	9	-5
HCV core dimer	-1	-1	-1	-3	-1	-5	11
AHR act	-1	4	15	0	-1	6	-2
procasp7 counter	1	6	-2	-1	2	8	-5
TPT1 inhibitor	5	-4	3	-2	-2	-4	-3
Fh CTSL1 inh	-1	5	0	0	6	-1	1
procasp3 activ	10	-11	-5	5	-3	6	-7
